Bioassay records deposited in PubChem BioAssay by Sanford-Burnham Center for Chemical Genomics.
Apaf1 inhib: inhibitors of human Apaf-1 apoptosome, primary screen, biochemical, DEVD-Rh110 fluorescence, uHTS. Apoptotic protease-activating factor 1 (Homo sapiens), O14727. AID 489030, 2010. reconstituted apoptosome caspase-3 activity. 330,000 compounds, 0.71% hits. inhibition, % at 20 µM; active = inhibition of at least 40% at 20 µM;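 also: plate controls were DMSO wells for no effect and DEVD-CHO caspase inhibitor wells for full effect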
Target sequence (O14727 whole entry, looked up): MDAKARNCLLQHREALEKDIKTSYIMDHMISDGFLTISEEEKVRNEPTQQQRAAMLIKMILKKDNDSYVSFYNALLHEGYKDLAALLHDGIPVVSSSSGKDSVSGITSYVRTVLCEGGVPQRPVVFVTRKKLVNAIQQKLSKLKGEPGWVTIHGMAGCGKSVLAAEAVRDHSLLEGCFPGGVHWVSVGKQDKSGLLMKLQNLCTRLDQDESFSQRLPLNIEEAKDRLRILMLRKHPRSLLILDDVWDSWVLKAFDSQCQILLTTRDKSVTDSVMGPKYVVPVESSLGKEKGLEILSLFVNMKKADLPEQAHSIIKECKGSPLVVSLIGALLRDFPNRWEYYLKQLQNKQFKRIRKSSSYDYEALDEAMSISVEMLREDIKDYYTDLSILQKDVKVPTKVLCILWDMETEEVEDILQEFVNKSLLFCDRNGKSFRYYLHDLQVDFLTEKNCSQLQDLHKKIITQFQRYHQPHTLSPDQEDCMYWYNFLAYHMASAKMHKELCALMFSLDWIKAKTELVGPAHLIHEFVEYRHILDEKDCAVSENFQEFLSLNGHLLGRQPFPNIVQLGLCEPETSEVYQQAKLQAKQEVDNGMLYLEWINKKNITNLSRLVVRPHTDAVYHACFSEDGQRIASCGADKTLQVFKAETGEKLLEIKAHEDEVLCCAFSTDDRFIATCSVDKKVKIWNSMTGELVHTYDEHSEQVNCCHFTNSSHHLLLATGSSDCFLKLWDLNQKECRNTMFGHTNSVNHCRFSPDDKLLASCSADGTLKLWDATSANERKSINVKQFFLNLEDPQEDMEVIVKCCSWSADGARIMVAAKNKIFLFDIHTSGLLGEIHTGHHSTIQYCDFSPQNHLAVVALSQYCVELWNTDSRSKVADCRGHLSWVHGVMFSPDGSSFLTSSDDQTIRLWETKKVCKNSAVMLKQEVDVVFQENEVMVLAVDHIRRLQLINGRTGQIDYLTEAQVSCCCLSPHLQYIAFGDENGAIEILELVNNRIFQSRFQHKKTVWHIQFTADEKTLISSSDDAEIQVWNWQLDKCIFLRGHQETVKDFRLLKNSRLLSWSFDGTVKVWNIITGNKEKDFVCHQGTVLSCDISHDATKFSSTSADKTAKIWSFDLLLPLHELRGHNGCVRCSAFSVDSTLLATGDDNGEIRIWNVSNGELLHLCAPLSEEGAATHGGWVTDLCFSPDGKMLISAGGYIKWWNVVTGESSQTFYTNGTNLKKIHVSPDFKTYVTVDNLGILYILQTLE
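System: Apoptosome proteins | Medium: Hepes pH 7.5 with detergent and BSA | Also added: Cytochrome c trigger plus (Z-DEVD)2-Rh110 caspase-3 substrate | Incubation: 30 min compound preincubation, 50 min activation, room temperature | Detection: Rhodamine 110 fluorescence at Ex 480/Em 540 nm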
UBC13 inh: UBC13 polyubiquitin chain formation inhibitors, primary screen, biochemical, TR-FRET, uHTS; 330,000 compounds, 0.47% hits; Ubiquitin-conjugating enzyme E2 N (Homo sapiens), P61088; inhibition, % at 20 µM; AID 485273, 2010; in the data active = inhibition above about 45%, passing the limit was not always enough
697 NFkB inh: inhibitors of PMA/ionomycin-induced NF-kB reporter, 697 cells, primary screen, B-cell NF-kB inhibitor project, cell-based, luminescence, uHTS; 697 B-cell NF-kB luciferase reporter, 16 h; 330,000 compounds, 0.33% hits; inhibition, % at 4 µM; in the data active = inhibition above about 35%
EBI2 antag: EBI2 receptor antagonists, beta-arrestin recruitment, primary screen, cell-based, luminescence, 7a,25-OHC stimulation, uHTS | 7a,25-OHC stimulated | 360,000 compounds, 0.81% hits | inhibition, % at 5 µM | G-protein coupled receptor 183 (Homo sapiens), P32249; in the data active = inhibition above about 38%;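 also: enzyme fragment complementation signal reports receptor beta-arrestin coupling in cells; 0% = agonist plus DMSO wells and 100% = wells without agonist; some results beyond the cut were filed as inactive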
Gli-Sufu block: Gli-Sufu pathway antagonists, primary screen, luciferase luminescence, Sufu-KO-LIGHT cells, uHTS; Sufu-KO-LIGHT fibroblasts, Gli luciferase reporter luminescence; inhibition, % at 5 µM; 340,000 compounds, 0.74% hits; AID 588413, 2011;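 active = inhibition above about 55%, limit read from the data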;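 also: 0% = DMSO-treated cells and 100% = wells with medium but no cells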
CCR6 antag: CCR6 receptor antagonists, primary screen, cell-based, CHO-K1, luminescence, beta-arrestin, uHTS; inhibition, % at 20 µM; CHO-K1 CCR6 PathHunter beta-arrestin, CCL20-stimulated; 340,000 compounds, 0.49% hits; AID 493098, 2011;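 active = compounds whose inhibition of the agonist-driven luminescence signal at 20 µM reaches about 50%, limit read from the data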;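 also: cells stimulated with CCL20 at 14 nM final; plate controls were DMSO with CCL20 for no effect and DMSO without agonist for full effect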
SENP8 inh: SENP8 protease inhibitors, primary screen, biochemical, luminescence | Sentrin-specific protease 8 (Homo sapiens), Q96LD8 | purified SENP8, Z-RLRGG-aminoluciferin cleavage | inhibition, % at 10 µM | 330,000 compounds, 1.2% hits
Jurkat NFkB inh: inhibitors of induced NF-kB luciferase reporter, primary screen, TCR NF-kB activation inhibitor project, cell-based, luminescence, uHTS; Jurkat, PMA/ionomycin-induced NF-kB luciferase reporter; inhibition, % at 4 µM; 330,000 compounds, 0.53% hits; AID 435003, 2010
Starred values were filed as active, the others as inactive; x = no result given. Rule as the data show it, unless noted: active = inhibition above about 50%; inactive = the rest. Only part of the results is shown; count on the stated rates, not on these rows.

SMILES	Apaf1 inhib	UBC13 inh	697 NFkB inh	EBI2 antag	Gli-Sufu block	CCR6 antag	SENP8 inh	Jurkat NFkB inh
CCOc1ccc(S(=O)(=O)Nc2ccc(C(=O)N/N=C(\C)c3ccc(-n4ccnc4)cc3)cc2)cc1	11	-8	-7	16	2	6	5	-9
N#CCCN(C(=O)COC(=O)Cc1c[nH]c2ccccc12)c1ccccc1	15	13	11	2	-6	10	-7	10
CCOC(=O)c1ccc(NC(=O)C(C)Sc2nc(O)c(-c3ccccc3)c(=O)[nH]2)cc1 (stereo not given)	7	5	12	1	-3	6	0	22
COc1ccc(S(=O)(=O)N(C)C2CCS(=O)(=O)C2)cc1OC (stereo not given)	-9	7	24	0	-2	0	3	12
CC(C)(C)NC(=O)C(OC(=O)c1cccs1)c1ccc(C#N)cc1 (stereo not given)	-5	22	2	3	3	13	2	-1
Fc1ccc(COc2ccc(Br)cc2CNCc2ccncc2)cc1	4	21	2	14	5	2	-1	8
COc1cc(OC)nc(Oc2ccccc2C(=O)Oc2ccc(C)cc2)n1	12	0	-3	-5	0	19	3	3
Cc1ccccc1Nc1ccc([N+](=O)[O-])cn1	-6	-1	17	13	-21	16	-8	10
CC(=O)NC(Cc1ccc(C)cc1)C(=O)NC1CCN(C(=O)c2ccc([N+](=O)[O-])cc2)CC1 (stereo not given)	-2	-4	1	3	-14	6	1	3
O=C(O)C1CCN(C(=O)CSc2nnc3ccccn23)CC1	0	8	-1	-4	6	1	2	-3
Cn1nc([N+](=O)[O-])nc1Oc1ccccc1	-15	10	8	-11	2	-6	3	3
CN(NC(=O)c1ccc(Cl)cc1)c1ncc(C(F)(F)F)cc1Cl	-1	2	6	5	3	14	1	-9
Cc1cc(NC(=O)CSC2=NS(=O)(=O)c3cc(F)ccc3N2)no1	2	1	13	-1	-7	-5	-2	-1
COc1ccc(CCNC(=O)/C(=C/c2cccnc2)NC(=O)c2ccccc2)cc1OC	0	-4	8	-11	-8	2	0	12
CCC(C)C(=O)N1c2ccccc2C(=C2SC(C(=O)OC)=C(C(=O)OC)S2)C(=S)C1(C)C (stereo not given)	19	-112	-10	52*	18	43	-5	-10
Cc1ccc(SCC(=O)OCC(=O)N(C)CC(=O)Nc2ccccc2Cl)cc1C	7	-4	14	18	-3	15	-9	18
CSCCC(NC(=O)COc1ccccc1)C(=O)NCc1cccs1 (stereo not given)	10	-3	-12	6	37	11	-7	-4
CN(c1ccccc1)S(=O)(=O)c1ccc(C(=O)OCC(=O)NC(N)=O)cc1	6	-3	9	0	10	-5	-7	2
Cc1nc2cc(C(=O)NCCN3CCOCC3)ccc2n1-c1ccc(F)cc1F	-5	-5	3	-8	-6	28	2	5
CCn1c(C)c(C)c2cc(C(=O)Nc3cccc(Cl)c3)ccc21	11	-2	-20	9	-32	12	-4	-89
Cc1cc(NC(=O)Cn2c(=O)n(Cc3ccccc3)c(=O)c3ccccc32)no1	2	-5	-17	2	-20	12	-13	-8
CC1(C)NC(=O)N(CCOCCOc2ccc3ccccc3c2Br)C1=O	2	-1	-16	4	-17	6	-7	-14
COc1cc(/C=C/c2nnc3c4ccccc4ncn23)cc(OC)c1OC	12	14	14	3	-4	16	-5	13
COc1cccc(N2CCN(Cc3nnnn3C3CCCCC3)CC2)c1	13	5	6	0	3	13	6	0
O=C(O)c1ccc(NC2=C(N3CCOCC3)C(=O)c3ccccc3C2=O)cc1	68*	-22	-23	-11	2	0	12	-8
Cc1cccc(C)c1OCC(=O)NNC(=O)CNC(=O)c1ccc(OC(F)F)cc1	5	7	-18	-7	-5	3	1	9
CC(=N\Nc1ccc(Cl)cc1)/C(=N/O)C(=O)Nc1ccccc1	-11	6	16	13	12	28	-4	2
O=C(O)CC(c1ccc(Cl)cc1)N1Cc2ccccc2C1=O (stereo not given)	4	1	-15	-3	10	-6	2	-29
CC(=O)Nc1cccc(C(=O)OCC(=O)NNC(=O)c2ccc([N+](=O)[O-])cc2)c1	0	-3	3	-8	-7	11	-3	18
COc1ccc(C2(C)NC(=O)N(CC(=O)Nc3ccc(Br)cc3F)C2=O)cc1OC (stereo not given)	1	1	15	6	23	7	0	14
O=C1Nc2ccccc2C12Nc1ccccc1S2 (stereo not given)	1	1	-37	x	x	x	6	-44
N/C(=N\OC(=O)c1cc(-c2ccccc2)nc2ccccc12)c1ccccn1	25	11	5	35	10	-32	-2	13
COc1ccc(Cl)cc1NC(=O)C/C(C)=N/NC(=O)CC#N	4	3	21	-6	-4	-13	5	13
CCOC(=O)C1(Cc2cccc(OC)c2)CCCN(Cc2cc(OC)c(O)c(OC)c2)C1 (stereo not given)	1	-12	-52	82*	40	-10	-2	-17
CN(Cc1cccs1)C(=O)Cn1cnc2ccccc2c1=O	3	-4	20	-5	-5	9	2	-2
COc1ccc(-c2csc(N3CCN(Cc4ccc5c(c4)OCO5)CC3)n2)cc1	4	16	-1	10	4	-9	-5	-3
COc1ccc(/C=C2\N=C(c3ccccc3)NNC2=O)cc1	-10	3	12	-2	-2	-8	2	4
Cc1c(NC(=O)Nc2ccc(F)cc2F)c(=O)n(-c2ccccc2)n1C	9	0	18	-2	-24	12	-4	-5
CSc1nnc(-c2ccccc2)o1	-1	10	4	-5	-2	-17	2	-4
COCCN(CCOC)C(=O)c1ccc(NS(=O)(=O)c2ccc3[nH]c(=O)[nH]c3c2)cc1	17	-1	-7	1	-3	0	-1	-8
O=C(Cc1csc(NC(=O)c2ccc(F)cc2)n1)NO	-1	4	9	-5	-8	6	-4	-7
S=C(Nc1ccc2nccnc2c1)N1CCCC1	9	-10	-33	-7	-2	0	-3	-21
O=C(CN1C(=O)C2C3C=CC(C3)C2C1=O)Nc1ccc(F)cc1 (stereo not given)	6	-4	-8	-16	0	4	-11	-1
C/C(N)=C(/C#N)C(=O)COC(=O)Cc1coc2ccc3ccccc3c12	4	2	8	2	46	-1	2	3
Cc1cc(=O)[nH]c(Cc2ccc(OC(C)C)cc2)n1	-20	4	-5	4	13	4	-1	15
O=C1/C(=C/c2ccc(F)cc2)Oc2cc(OC(=O)N3CCOCC3)ccc21	10	-12	-47	2	-22	12	-13	-28
Cc1cc(C)nc(N(C#N)CCOc2ccccc2)n1	-2	9	10	2	0	13	-2	9
CCC(c1nnnn1Cc1ccc(OC)cc1)N(CCCO)Cc1cc2cc3c(cc2[nH]c1=O)OCO3 (stereo not given)	15	-6	-10	-9	2	-1	1	11
Cn1c(=O)c2c(nc(NCc3ccccc3)n2CC(N)=O)n(C)c1=O	-10	-4	-5	-11	1	-1	-2	4
CCCCOc1ccc(C(=O)NCC(=O)NCc2ccccn2)cc1	3	0	17	-4	-4	4	2	-8

Results in 697 NFkB inh (3 entries from above):
Structure	697 NFkB inh
COCCN(CCOC)C(=O)c1ccc(NS(=O)(=O)c2ccc3[nH]c(=O)[nH]c3c2)cc1	-7
O=C(Cc1csc(NC(=O)c2ccc(F)cc2)n1)NO	9
S=C(Nc1ccc2nccnc2c1)N1CCCC1	-33

(next part)
SMILES	Apaf1 inhib	UBC13 inh	697 NFkB inh	EBI2 antag	Gli-Sufu block	CCR6 antag	SENP8 inh	Jurkat NFkB inh
Cc1ccccc1OCCSc1nnc(-c2ccncc2)n1C	2	-4	-4	-13	6	-6	-11	1
COc1ccc(NC(=S)Nc2cccc(Cl)c2)cc1OC	-1	-2	9	1	-1	9	-12	-14
C/C(NC1CCCC1)=C(/C#N)C(N)=O	3	-5	-11	-14	0	-13	6	2
CC(=O)Oc1ccc(OC(C)=O)c2c1CC(C)=C(C)C2	5	4	-25	13	5	18	3	7
NS(=O)(=O)c1ccc(CNC(=O)CNC(=O)c2ccc(F)cc2)cc1	6	-1	5	-7	6	7	-8	3
O=C(CCNS(=O)(=O)c1ccc(Cl)cc1)NCc1cccs1	6	1	10	-3	-4	3	-3	0
CCOC(=O)c1ccccc1NC(=S)N1CC(C)CC(C)C1 (stereo not given)	12	6	12	-11	2	23	-1	-2
CCCOc1ccc(-c2c(=O)n(O)c3ccccc3[n+]2[O-])cc1	15	-23	-141	-1	-28	-10	13	-79
O=C(Nc1ccc(Cl)c(S(=O)(=O)N2CCOCC2)c1)C1CCC1	-3	4	5	-5	-2	-2	2	-7
Cc1ccsc1/C=N/NC(=O)c1cc(-c2ccncc2)nc2ccccc12	9	-6	24	-3	45	9	-2	58*
Cc1ccc(-n2c(=O)c3sccc3n(CC(=O)NCC3CCCO3)c2=O)cc1F (stereo not given)	-14	9	21	-9	-12	10	5	11
CCc1cc(C(=O)c2ccc(OC)cc2)c(N)s1	-6	-1	-1	-2	-35	1	0	6
CN=c1scc(-c2ccc(F)cc2)n1/N=C/c1ccc(O)c(O)c1	12	0	-147	1	58*	7	46	33
CCCc1cc(=O)oc2cc(C)cc(OCC(=O)NCc3ccccn3)c12	5	15	7	1	5	3	3	18
COc1ccc(CC(=O)Nc2cccc3c2CCCC3)cc1	1	-1	-10	-1	-9	9	-5	7
N#Cc1ccccc1OCC(=O)NC(=O)NC1CCS(=O)(=O)C1 (stereo not given)	-2	0	0	-15	-15	-7	2	-6
Fc1ccc(C2c3[nH]c4ccccc4c3CCN2Cc2cccn2-c2ncccn2)cc1 (stereo not given)	4	5	6	6	16	10	0	13
C=CC[C@@H](CC(=O)N[C@@H](CO)Cc1ccccc1)C(=O)N[C@H](C)COC(=O)[C@@H](CC=C)Cc1ccc(F)cc1	27	-15	4	2	-2	4	-5	3
O=C(COC(=O)CN1C(=O)c2ccccc2C1=O)Nc1ncc(Cl)cc1Cl	-4	-3	-7	8	8	-11	7	1
S=C(NCc1ccco1)Nc1ccc(Br)cc1Cl	7	4	-27	6	-39	4	-1	-14

Marked active in Jurkat NFkB inh, of those listed so far:
structure	UBC13 inh	697 NFkB inh	EBI2 antag	CCR6 antag	Jurkat NFkB inh
Cc1ccsc1/C=N/NC(=O)c1cc(-c2ccncc2)nc2ccccc12	-6	24	-3	9	58*

More results:
SMILES	Apaf1 inhib	UBC13 inh	697 NFkB inh	EBI2 antag	Gli-Sufu block	CCR6 antag	SENP8 inh	Jurkat NFkB inh
CN1C(=O)NC(c2ccc(O)cc2)C2=C1CN(c1cccc3ccccc13)C2=O (stereo not given)	28	-1	15	0	0	-4	4	0
Cc1ccc(OCC(=O)Nc2ccccc2-c2ccccc2)cc1	17	-16	2	23	4	31	-4	-3
CCC(C)(C)C1CCc2nc3ccccc3c(C(=O)OC(C)C(=O)Nc3c(C)n(C)n(-c4ccccc4)c3=O)c2C1 (stereo not given)	31	-18	-11	-4	29	-5	-7	-8
CN(Cc1ccccc1)c1ccc(S(=O)(=O)N2CCOCC2)cn1	3	-2	3	-2	4	-5	-6	-10
C/C(=N\NC(=O)Cc1cccc2ccccc12)c1ccncc1	1	7	-5	-14	6	14	0	7
O=C(CCN1C(=O)S/C(=C\c2ccc(F)cc2)C1=O)Nc1ccc(C(=O)O)c(O)c1	10	-13	-18	-6	-20	11	75*	4
CCOC(=O)c1cc(-c2csc(COc3ccc(Cl)cc3)n2)on1	-13	-5	2	-3	11	-3	-3	11
Fc1cccc(Cl)c1CNn1cn[nH]c1=S	-14	7	18	-4	0	-3	5	-8
Cc1cc([N+](=O)[O-])nn1CC(=O)N/N=C/c1ccccc1F	-6	5	12	-27	6	4	-1	13
Cc1ccccc1NC(=O)CSc1nc(N)c2c3c(sc2n1)CSC(C)(C)C3	14	-8	-10	34	15	6	-12	8
CN1CCN(C(=O)C2CCC(C)(C(=O)O)C2(C)C)CC1 (stereo not given)	-4	-9	4	-7	-9	7	6	-6
